Screening data (PubChem)
miR-122 sensor: inhibitors of miR-122 in Huh7 cells; activation (reporter increase), % at 12.5 µM; 340,000 compounds, 0.3% hits; Huh7 miR-122 Renilla luciferase sensor, 48 h; neutral wells = 0, positive control = 100; AID 602342;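 active = mean replicate activation score at least 90 and every replicate individually at or above 90; inconclusive = only one of the two criteria met; inactive = neither criterion met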;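 also: higher luciferase means less miR-122 activity so hits act as miR-122 inhibitors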
PAX8 reporter: inhibitors of PAX8 transcriptional activity in RMG-I cells; 360,000 compounds, 1.2% hits; inhibition, % at 12.6 µM; RMG-I TPO-luciferase reporter, SteadyGlo, 24 h; AID 652154;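 active = mean replicate inhibition at least 60% with every replicate also reaching 60%; inconclusive = only one of the two criteria is met; inactive = mean below 60% and not all replicates reaching 60%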;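 also: luciferase light reporting Pax8 driven TPO promoter activity; plate controls were median of neutral control wells for no effect and mitoxantrone controls for full effect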
EWS-Fli block: inhibitors of EWS/Fli oncoprotein transcriptional activity. A673 NR0B1-luciferase reporter, viability-normalised. inhibition, % at 12.6 µM. 350,000 compounds, 0.67% hits. AID 651661;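 active = mean inhibition of at least 50% after viability correction, with every replicate also passing that limit; inconclusive = mean reaches 50% but only one of two replicates passes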;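 also: firefly luciferase signal divided by Alamar Blue viability fluorescence both relative to DMSO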
F508del corr: CFTR F508del correction in bronchial cells | CFBE cells, YFP halide quenching; stimulated with forskolin plus potentiator P3; % fluorescence drop versus neutral controls | activity (quench increase), % at 7.58 µM | 350,000 compounds, 0.36% hits | AID 720511;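 active = mean added fluorescence quench of at least 8% versus neutral control, with both replicates also reaching 8%; inconclusive = only one of the mean or replicate conditions met; inactive = mean below 8% and not both replicates reaching 8%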;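 also: cells transiently co-express mutant CFTR-F508del with the halide-sensitive YFP; corrector assay measuring rescue of mutant channel to the surface after 24 h compound exposure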
FN deposit inh: fibronectin deposition inhibition | AH1F fibroblasts, Alexa488-fibronectin deposition fluorescence, overnight | inhibition, % at 12.6 µM | 350,000 compounds, 0.086% hits;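 active = mean inhibition across replicates of 30% or more, regardless of how many single replicates reach that level; inconclusive = mean under 30% yet at least half of replicates reach 30%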;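 also: positive control wells lacked labelled fibronectin entirely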
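Test system: AH1F fibroblast monolayer depositing Alexa488-labelled fibronectin into matrix. Input: 10000 cells per well. Technique: fluorescence, ex 485 nm, em 525 nm. Buffer or medium: DMEM plus 2% serum, read in PBS. Timing: 1 h cell adhesion before compound, then overnight fibronectin incubation. Compound: single dose, pinned. Read-out basis: inhibition from reduced deposited-fibronectin fluorescence.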
GSIS activator: GLuc luminescence reporter in INS-1E cells, primary screen for activators of glucose-dependent secretion of insulin; 370,000 compounds, 0.61% hits; activation, % at 16.6 µM; INS-1E GLuc reporter insulin secretion, 2-3 h;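 active = lowest replicate activation of at least 40%, so every replicate reaches that level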;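 also: 0% = median of neutral control wells and 100% = median of IBMX positive control wells; some compounds called inactive have numbers as strong as hits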
DENV2 CPE rescue: inhibitors of DENV2 cytopathic effect; DENV2-infected cells, cytopathic effect rescue, plate reader; CPE inhibition, % at 9.99 µM; 350,000 compounds, 1.7% hits; in the data active = CPE inhibition above about 20%, passing the limit was not always enough; inconclusive = no clear call, values can overlap the other calls; tested in BHK-21 cells;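 also: 0% = median of neutral control wells and 100% = median of positive control wells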
* hit, by the source's call; [ ] = another dose, or the depositor's remark.

Screening O=C1/C(=C/c2ccccc2)CN(C(=O)CCN2CCOCC2)C/C1=C\c1ccccc1 returned miR-122 sensor 35, PAX8 reporter -19, EWS-Fli block 65*, F508del corr 0.2, FN deposit inh 6, GSIS activator -16 and DENV2 CPE rescue -7.
`C[C@@H]1CN([C@@H](C)CO)C(=O)c2cc(NS(=O)(=O)c3cn(C)cn3)ccc2O[C@@H](C)CCCCO[C@H]1CN(C)C(=O)C1CCCCC1` gave miR-122 sensor -4[16.7 µM], PAX8 reporter 7, EWS-Fli block 4, F508del corr -1.2, GSIS activator 6 and DENV2 CPE rescue 8.
`Cc1ccc(NC(=O)c2ccc(-n3cncn3)c([N+](=O)[O-])c2)cc1F` gave PAX8 reporter 6, EWS-Fli block -13, F508del corr 4.1, FN deposit inh -9, GSIS activator 3 and DENV2 CPE rescue -4.
Screening O=C1C2CCCN2C(=S)N1c1ccc(Cl)cc1 (stereo not given) returned miR-122 sensor 3, PAX8 reporter 17, EWS-Fli block -3, F508del corr 1.1, FN deposit inh -4, GSIS activator 2 and DENV2 CPE rescue 2.
CCOc1ccc(OCc2ccc(C(=O)NC(C)C)o2)cc1 was read as miR-122 sensor -7, PAX8 reporter -26, EWS-Fli block -41, F508del corr -4.2, FN deposit inh 2, GSIS activator 0 and DENV2 CPE rescue -2.
For O=S(=O)(c1ccc(Br)s1)N1CCN(c2ncccn2)CC1 the results were miR-122 sensor 4, EWS-Fli block 25, F508del corr 0.5, GSIS activator 8 and DENV2 CPE rescue 0.
Screening Cc1oc(-c2ccc(Cl)cc2)cc1C(=O)/C(C#N)=C/Nc1ccccc1 returned PAX8 reporter -1, EWS-Fli block 8, F508del corr -0.3, FN deposit inh -3, GSIS activator -15 and DENV2 CPE rescue -2.
Screening COc1nccc(NCc2ccccc2)c1C#N returned miR-122 sensor -4, PAX8 reporter 0, EWS-Fli block -8, F508del corr 0.9, FN deposit inh -2, GSIS activator 17 and DENV2 CPE rescue -3.
For O=C(c1cccc(S(=O)(=O)N2CCc3ccccc32)c1)N1CCCC(C(F)(F)F)C1 (stereo not given) the results were EWS-Fli block 21, F508del corr 3.6, FN deposit inh -1, GSIS activator -54 and DENV2 CPE rescue 8.
For Nn1c(COc2ccccc2F)nnc1SCC(=O)NC1CCCC1 the results were miR-122 sensor 0, PAX8 reporter 14, F508del corr -0.3, GSIS activator 9 and DENV2 CPE rescue 14.
`O=C(NCCC(=O)N1CCN(c2ccccc2F)CC1)c1ccco1` gave PAX8 reporter -50, EWS-Fli block -15, F508del corr 1.9, FN deposit inh -2, GSIS activator 8 and DENV2 CPE rescue 2.
C[C@H]1CN([C@@H](C)CO)C(=O)Cc2cc(NC(=O)Nc3ccccc3)ccc2O[C@@H]1CN(C)CC1CC1 was read as miR-122 sensor 10[16.7 µM], PAX8 reporter -6, EWS-Fli block 9, F508del corr -2.4, GSIS activator 0 and DENV2 CPE rescue 3.
Screening COc1cccc(C(=O)Nc2ccc3c(c2)C(=O)N(C)C[C@@H](OC)[C@H](C)CN(C(=O)C2CCOCC2)[C@H](C)CO3)c1 returned PAX8 reporter 0, EWS-Fli block -13, F508del corr 0.5, FN deposit inh 6, GSIS activator -10 and DENV2 CPE rescue 4.
`Cc1sc2ncn(CC(=O)NCCCC(=O)N3CCC(C(N)=O)CC3)c(=O)c2c1C` gave miR-122 sensor 1, PAX8 reporter 3, EWS-Fli block 3, F508del corr -2.4, FN deposit inh 6, GSIS activator 33 and DENV2 CPE rescue 10.
Screening C#CCN(C[C@H]1[C@H](OC(=O)NCCCCCC)[C@H](OC(=O)NCCCCCC)C[C@H]2C(=O)N(c3ccccc3)C(=O)[C@@H]12)S(=O)(=O)c1ccc(C)cc1 returned miR-122 sensor -3, PAX8 reporter -12, EWS-Fli block 3, F508del corr -4.4, FN deposit inh -4, GSIS activator -1 and DENV2 CPE rescue 7.
For O=c1ccc2cc(S(=O)(=O)Nc3ccc(Br)cc3)ccc2o1 the results were miR-122 sensor 8, PAX8 reporter 16, EWS-Fli block 10, F508del corr 1.2, FN deposit inh 0, GSIS activator -36 and DENV2 CPE rescue -5.
`O=[N+]([O-])c1cccc(-c2nc3ccc([N+](=O)[O-])cc3[nH]2)c1` gave PAX8 reporter -77, EWS-Fli block -167, F508del corr 7.9, FN deposit inh -6, GSIS activator -2 and DENV2 CPE rescue 3.
Screening Cc1cc(C)cc(NC(=O)CSc2nnc(CNC(=O)c3ccco3)n2C)c1 returned PAX8 reporter 3, EWS-Fli block -6, F508del corr -2.4, FN deposit inh -3, GSIS activator -7 and DENV2 CPE rescue -3.
For O=C(CCCn1c(=S)[nH]c2ccccc2c1=O)NCc1ccco1 the results were miR-122 sensor 5, PAX8 reporter -7, FN deposit inh 17 and GSIS activator 0.
Cc1cccc(N2CCN(C(=O)CN3C(=O)C4CC=CCC4C3=O)CC2)c1C (stereo not given) was read as miR-122 sensor 0, PAX8 reporter -61, EWS-Fli block -50, F508del corr -1.2, FN deposit inh 8 and DENV2 CPE rescue -7.
COc1ccc(-c2cc(C)no2)cc1S(=O)(=O)Nc1cccc(CN2CCCC2)c1 was read as miR-122 sensor 9, PAX8 reporter 13, EWS-Fli block -1, F508del corr -0.4, FN deposit inh -9, GSIS activator 16 and DENV2 CPE rescue 7.
`CCOC(=O)c1sc(NC(=O)Cc2ccc(F)cc2)nc1C` gave PAX8 reporter -22, EWS-Fli block 4, F508del corr 0.5, GSIS activator -4 and DENV2 CPE rescue -1.
For CCOC(=O)CSc1n[nH]c(NC(=O)c2ccccc2)n1 the results were miR-122 sensor -5, EWS-Fli block 10, F508del corr 0.2, GSIS activator -47 and DENV2 CPE rescue 5.
Screening CCN(CC(=O)Nc1cccc(S(=O)(=O)N(C)c2ccccc2)c1)Cc1ccccc1 returned miR-122 sensor 13, PAX8 reporter 12, EWS-Fli block -7, F508del corr -2.0, FN deposit inh -5, GSIS activator -46 and DENV2 CPE rescue -6.
Screening COc1ccc(OCc2cc(C(=O)N3CCN(C4CCCC4)CC3)no2)c(Cl)c1 returned miR-122 sensor -3, PAX8 reporter -135, F508del corr 0.7, FN deposit inh 3, GSIS activator -12 and DENV2 CPE rescue -4.
`CCCCc1c(-c2ccccc2OC)ncn1Cc1ccc(Cl)cc1` gave PAX8 reporter 11, EWS-Fli block 7, F508del corr -1.1, FN deposit inh 8, GSIS activator 23 and DENV2 CPE rescue 11.
O=C(C[C@H]1C/C=C\C[C@H](NC(=O)OCC2c3ccccc3-c3ccccc32)C(=O)O[C@@H](c2ccccc2)CNC1=O)NCCO was read as miR-122 sensor -4, PAX8 reporter 6, EWS-Fli block -1, F508del corr -1.7, GSIS activator -12 and DENV2 CPE rescue -4.
Screening COc1ccc(N2CCN(C(=O)CNC(=O)c3cccc(Br)c3)CC2)cc1 returned PAX8 reporter 18, EWS-Fli block -2, F508del corr -1.5, FN deposit inh 1, GSIS activator -13 and DENV2 CPE rescue 0.
Cc1cccc(NC(=O)CN2C(=O)N/C(=C\c3ccc(N4CCOCC4)cc3)C2=O)c1 was read as miR-122 sensor -3, PAX8 reporter 29, EWS-Fli block -42, F508del corr -0.4, FN deposit inh 3, GSIS activator 1 and DENV2 CPE rescue -9.
O=C(Cc1cccnc1)N1CC(=O)N2[C@H](CO)[C@@H](c3ccc(C#CC4CCCC4)cc3)[C@@H]2C1 was read as EWS-Fli block 7, F508del corr -0.1, FN deposit inh -4, GSIS activator -13 and DENV2 CPE rescue -5.
For CCOC(=O)c1sc2nc(N3CCOCC3)c3c(c2c1N)CCC3 the results were miR-122 sensor -4, PAX8 reporter -11 and FN deposit inh 3.
CC(C)NC(=O)Nc1cccc2c1O[C@H](CN(C)Cc1ccc(Oc3ccccc3)cc1)[C@@H](C)CN([C@H](C)CO)C2=O was read as miR-122 sensor 58[16.7 µM], PAX8 reporter 9, EWS-Fli block 19, F508del corr -2.9, GSIS activator -19 and DENV2 CPE rescue 2.
`C[C@@H](NC(=O)[C@H]1[C@H](CO)[C@H]2Cn3c(ccc(-c4ccccc4)c3=O)[C@@H]1N2C)c1ccccc1` gave miR-122 sensor -1[16.7 µM], EWS-Fli block 2, F508del corr -1.4, GSIS activator 8 and DENV2 CPE rescue -4.
`Cc1cccc(CCN2C(Nc3ccccc3)=NC[C@@H]2CC(C)C)c1` gave miR-122 sensor -18, PAX8 reporter 1, EWS-Fli block -2, F508del corr 2.5, FN deposit inh -3 and DENV2 CPE rescue -4.
CS(=O)(=O)Nc1ccc(C2=NN(S(=O)(=O)c3ccccc3)C(c3cccs3)C2)cc1 (stereo not given) was read as miR-122 sensor 14, PAX8 reporter -3, FN deposit inh 2 and GSIS activator 4.
`C[C@H](CO)N1C[C@H](C)[C@@H](CN(C)C(=O)Nc2ccc(F)cc2)Oc2ncc(-c3cccnc3)cc2C1=O` gave miR-122 sensor -1[16.7 µM], PAX8 reporter 6, EWS-Fli block -11, F508del corr 1.4, GSIS activator 13 and DENV2 CPE rescue 7.

Structural class, the compounds so far with two or more sulfur atoms.
For O=S(=O)(c1ccc(Br)s1)N1CCN(c2ncccn2)CC1 the results were miR-122 sensor 4, EWS-Fli block 25, F508del corr 0.5, GSIS activator 8 and DENV2 CPE rescue 0.
CS(=O)(=O)Nc1ccc(C2=NN(S(=O)(=O)c3ccccc3)C(c3cccs3)C2)cc1 (stereo not given) was read as miR-122 sensor 14, PAX8 reporter -3, FN deposit inh 2 and GSIS activator 4.

(list continues)
Screening CCOC(=O)c1c(NC(=O)CN2CCOCC2)sc2c1CCCC2 returned miR-122 sensor -1, PAX8 reporter 13 and FN deposit inh 10.
COc1ccccc1CNC(=O)COc1ccc(S(=O)(=O)N2CCOCC2)cc1C was read as miR-122 sensor -3, PAX8 reporter 15, EWS-Fli block 13, F508del corr -2.2, FN deposit inh -4, GSIS activator -3 and DENV2 CPE rescue 2.
Screening O=C(Nc1nc(-c2cccc3ccccc23)cs1)c1cnccn1 returned miR-122 sensor 2, PAX8 reporter 2, FN deposit inh 4 and GSIS activator -11.
For CC(C)c1ccc(NC(=O)NCc2ccc(F)cc2)cc1 the results were PAX8 reporter -18, EWS-Fli block -23, F508del corr -1.3, FN deposit inh -8, GSIS activator -12 and DENV2 CPE rescue -1.
`C[C@@H]1CN([C@@H](C)CO)C(=O)Cc2cc(NS(=O)(=O)c3ccc(F)cc3)ccc2O[C@@H]1CN(C)Cc1ccc(Cl)c(Cl)c1` gave miR-122 sensor -4[16.7 µM], PAX8 reporter 2, EWS-Fli block 10, F508del corr inconclusive and GSIS activator 5.
Screening CCOC(=O)C1(Cc2ccccc2)CCCN(CCO)C1 (stereo not given) returned miR-122 sensor 0, PAX8 reporter 14, EWS-Fli block -4, F508del corr 0.7, FN deposit inh 8, GSIS activator -4 and DENV2 CPE rescue 2.
`COc1ccc(C2=NC(C)(C)Cc3cc(OC)c(OC)cc32)cc1` gave PAX8 reporter -17, EWS-Fli block 0, F508del corr 4.1, FN deposit inh 12, GSIS activator 45 and DENV2 CPE rescue -3.
Screening O=C(COC(=O)c1cccnc1Cl)Nc1cccc(S(=O)(=O)N2CCCCC2)c1 returned miR-122 sensor 3, PAX8 reporter -3, EWS-Fli block -8, F508del corr -3.6, FN deposit inh 0, GSIS activator -30 and DENV2 CPE rescue 3.
Cc1ccc(NC(=O)C2CCN(c3ncnc4sc(C)c(C)c34)CC2)cc1S(=O)(=O)N(C)C was read as miR-122 sensor -9, PAX8 reporter 33, EWS-Fli block 22, F508del corr -1.9, FN deposit inh 8, GSIS activator 11 and DENV2 CPE rescue -5.
